Screening data (PubChem)
PriA SSB inh: blocks PriA binding to SSB C-terminal tail; inhibition, % at 33 µM; AID 1272365; 430,000 compounds, 0.6% hits; AlphaScreen SSBct-PriA binding, biotinylated peptide; in the data active = inhibition mostly above about 37%, no sharp cut-off; inactive = mostly below about 20%;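 note: plate controls were negative control peptide for no effect and reference peptide for full effect; strong numbers were not always called active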
Y pestis TopoI: Y. pestis Topo-I inhibition via cleavage products | activity, % at 10 µM | 360,000 compounds, 0.064% hits | Y. pestis Topo-I cleavage product accumulation, plate reader; in the data active = activity above about 50%, passing the limit was not always enough; note: inactives centre near 2
MazF activator: activators of E. coli MazEF toxin-antitoxin RNase. activation, % at 20 µM. P0AE70. FAM/BHQ RNA-DNA oligo cleavage fluorescence, 5 h. 350,000 compounds, 0.32% hits; in the data active = activation above about 50%
Target sequence (P0AE70 whole entry, looked up): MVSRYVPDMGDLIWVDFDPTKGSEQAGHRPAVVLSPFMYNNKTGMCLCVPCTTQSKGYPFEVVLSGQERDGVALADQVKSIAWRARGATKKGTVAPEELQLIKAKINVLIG
PrPC surface inh: reduces human prion protein on the cell surface | cell surface PrPC, TR-FRET read-out | inhibition, % at 13.8 µM | P04156 | 370,000 compounds, 0.43% hits; in the data active = inhibition above about 24%; note: 0% = median of the test wells and 100% = reference compound wells
TcdB GH inh: blocks C. difficile toxin B glycohydrolase activity. 350,000 compounds, 0.24% hits. P18177. TcdB glycohydrolase enzymatic assay, plate reader. inhibition, % at 9.99 µM. AID 652162; in the data active = inhibition above about 10%
VHR inh abs: blocks human VHR1 dual specificity phosphatase; 290,000 compounds, 0.52% hits; inhibition, % at 13.3 µM; AID 1654; P51452; recombinant VHR phosphatase, pNPP absorbance; in the data active = inhibition above about 50%; note: some compounds called inactive have numbers as strong as hits
Target sequence (P51452 whole entry, looked up): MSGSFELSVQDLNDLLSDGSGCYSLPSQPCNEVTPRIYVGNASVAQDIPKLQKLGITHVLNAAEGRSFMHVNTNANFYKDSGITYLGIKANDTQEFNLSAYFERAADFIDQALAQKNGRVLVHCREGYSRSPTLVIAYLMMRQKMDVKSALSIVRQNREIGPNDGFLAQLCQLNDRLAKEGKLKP
CCHFV vOTU inh: CCHFV vOTU protease inhibition; 370,000 compounds, 0.55% hits; inhibition, % at 11.5 µM; AID 651958; Pep-AMC fluorescence; in the data active = inhibition above about 30%; note: 0% = vehicle wells with enzyme and 100% = no enzyme wells
SARS 3CLpro inh: SARS-CoV 3CLpro protease inhibition | inhibition, % at 6 µM | P0C6X7 | AID 1706 | 290,000 compounds, 0.14% hits | recombinant SARS-CoV 3CLpro, quenched FRET peptide cleavage; in the data active = inhibition above about 12%
Rv3671c inh: inhibits the M. tuberculosis serine protease Rv3671c | P9WHR9 | inhibition, % at 5.96 µM | 320,000 compounds, 0.048% hits | AID 2606; in the data active = inhibition above about 38%;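 note: extracellular domain of Rv3671c used as enzyme; 0% = enzyme with DMSO and 100% = no enzyme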
Target sequence (P9WHR9 whole entry, looked up, the tested form may be a part): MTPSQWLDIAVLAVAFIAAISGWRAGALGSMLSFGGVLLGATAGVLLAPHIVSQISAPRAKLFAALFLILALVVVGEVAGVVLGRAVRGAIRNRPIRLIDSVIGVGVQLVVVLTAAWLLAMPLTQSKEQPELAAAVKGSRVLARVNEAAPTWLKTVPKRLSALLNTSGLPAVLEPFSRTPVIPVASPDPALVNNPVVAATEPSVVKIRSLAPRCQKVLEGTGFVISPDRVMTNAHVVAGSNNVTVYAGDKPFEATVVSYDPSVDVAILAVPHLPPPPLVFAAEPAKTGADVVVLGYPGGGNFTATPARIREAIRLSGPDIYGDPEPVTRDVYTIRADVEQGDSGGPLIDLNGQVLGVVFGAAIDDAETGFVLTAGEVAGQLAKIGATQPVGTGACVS
Vc quorum ag: inducers of Vibrio cholerae quorum light production without autoinducers; V. cholerae BH1578 lux reporter, luminescence, 6 h; activation, % at 18.7 µM; 350,000 compounds, 0.16% hits; AID 588436; in the data active = activation mostly above about 9.7%, no sharp cut-off; note: not every result past the cut was called active; inactives centre near 0; reference of the scale not given here
The depositor's hits bear a star; i = inactive; x = not tested or not shown; & = joins results of further samples. An excerpt; rates above refer to the full screens.

SMILES	PriA SSB inh	Y pestis TopoI	MazF activator	PrPC surface inh	TcdB GH inh	VHR inh abs	CCHFV vOTU inh	SARS 3CLpro inh	Rv3671c inh	Vc quorum ag
Cc1ccc(NC(=O)COC(=O)Cn2ccc(C(F)(F)F)n2)cc1Cl	4	-14	-6	2	-0.1	x	3	x	-14	-0.3
O=C(/C=C/c1ccccc1)NC(NC(=S)Nc1cc(Cl)ccc1Cl)C(Cl)(Cl)Cl (stereo not given)	0	-9	-1	9	1.1	5	2	-5	-39	-7.1
CC(C)(C)N(Cc1ccccc1)C(=O)COC(=O)c1cccc([N+](=O)[O-])c1	-9	4	4	5	2.4	17	-3	0	3	2.1
COc1cc(C2C=C(Nc3ccccc3)C(=O)N2c2ccccc2)ccc1O (stereo not given)	-5	-4	21	6	x	-9	-94	6	-12	i
COc1ccccc1NC(=O)CSc1nc2nc(C)cc(C)c2c(=O)[nH]1	-5&-9	3	51*	-5	x	15	0	-2	0	i
CCOc1cc2c(cc1OCC)-n1cccc1C(c1cc(C)c(OC)cc1C)NC2 (stereo not given)	-2	9	8	5	-2.1	0	-1	-2	4	i
COC(=O)c1cc(OC)c(OC)cc1NC(=O)c1cccc(C)c1	2	1	9	-7	-1.1	2	3	0	-7	-0.4
O=C1c2ccccc2C(=O)c2c1ccc1c(=O)n(-c3ccccc3)[nH]c21	-16	-2	-4	-7	x	-6	25	2	-7	-1.0
CCN(C(=O)COC(=O)/C=C/c1c(C)nn(Cc2ccc(C)cc2)c1C)C1CCS(=O)(=O)C1 (stereo not given)	-1	15	6	0	0.6	-6	15	2	7	i
CC(=O)CC1(O)C(=O)N(CN2CCN(c3ccccc3)CC2)c2ccccc21 (stereo not given)	-8	6	6	-6	x	-4	-19	5	-3	7.7
CCN(CC)C(=O)CSc1nnc(-c2cc(OC)cc(OC)c2)o1	-10	0	-3	-2	x	-12	-13	-2	6	i
Cc1ccc(NC(=O)C(C)NS(=O)(=O)c2ccc(F)cc2)cc1C (stereo not given)	-11	-1	1	2	1.5	12	-12	-1	-8	-0.2
COc1cccc(C2=NNC(=NCc3ccccc3)SC2)c1	14	-1	8	3	-0.9	17	-12	-3	2	i
COCCCNC(=O)/C=C1\Sc2ccccc2N(Cc2ccccc2F)C1=O	3	2	3	0	-1.1	-1	13	8	-5	-0.4
COc1cccc(-c2nc(NCC3CCCO3)c3ccccc3n2)c1O (stereo not given)	15	-8	14	-5	x	8	15	0	6	-0.3
N#C/C(=C/c1ccc([N+](=O)[O-])cc1)C(=O)Nc1ccccc1O	6&4	-6	1	2	2.0	0	-13	-1	5	i
Fc1ccccc1-c1ccc(/C=N/Nc2nc3ccccc3[nH]2)o1	x	-13	22	22	-3.1	6	1	0	20	-0.2
CC(=O)c1cccc(-c2ccnc3c2CC(C(=O)Nc2cccnc2)O3)c1 (stereo not given)	x	5	x	12	-3.2	x	16	x	x	-1.6
COC(=O)C1=C(C)N2C(=O)CSC2=NC1c1ccc2c(c1)OCO2 (stereo not given)	-22	x	0	x	x	10	x	x	-14	x
O=C(Nc1ccccc1NC(=O)c1c(F)cccc1F)c1c(F)cccc1F	-8	0	14	2	0.7	16	-4	-4	-1	-0.7
COc1ccc(CCNC(=O)COc2ccc(S(=O)(=O)NC(C)C)cc2Cl)cc1OC	0	3	-9	x	0.2	-4	x	0	4	-0.4
Cc1ccc2[nH]c(=O)c(COC(=O)C3CCCO3)cc2c1 (stereo not given)	-25	4	1	-5	x	12	5	-5	2	i
Cc1nc(-c2cc(C#N)c(Sc3ccc(Cl)cc3Cl)nc2C)cs1	-4	5	-3	9	1.0	-4	-8	7	0	i
COC(=O)C1=C(C)NC(C)=C(C(=O)OC)C1/C=C/c1ccccc1	-23	14	-5	5	2.9	8	-4	1	0	i
NC(=O)C1CCN(C(=O)c2cccc(S(=O)(=O)N3CCCC3)c2)CC1	-6	-4	1	-15	0.0	x	3	x	x	i
Nc1nc(-c2ccc(Cl)cc2)c(S(=O)(=O)c2ccccc2)s1	0	-10	1	6	-4.5	26	12	5	-5	-0.1
O=C(NCCN1CCOCC1)c1c(O)nc2ccccn2c1=O	-5	-1	-16	-2	-5.7	11	9	0	-2	-0.3
COc1cc(C)nc(Oc2ccc(OCc3ccccc3)nn2)n1	0	-2	9	-6	x	29	-3	-4	-1	3.7
COc1ccc(S(=O)(=O)N2CCN(C(=O)c3cc(-c4ccc(Br)cc4)n[nH]3)CC2)cc1OC	2	24	14	14	1.3	-7	9	0	-41	-0.2
Cc1ccc(NC(=O)Cn2c([N+](=O)[O-])cnc2C)cc1	-4	-4	2	3	-0.3	-5	-8	2	5	-0.2
Cc1nc(NC(=O)CN2CCN(c3cccc(Cl)c3)CC2)sc1C(=O)N(C)C	8	22	2	-1	0.6	-4	-15	1	0	-0.9
Cc1sc2ncnc(SCC(=O)N3CCOCC3)c2c1C	-2	5	6	0	-0.9	x	-5	x	1	-0.2
Cc1cn(C2OC(COC(=O)c3ccccc3)C(O)C2Cl)c(=O)[nH]c1=O (stereo not given)	-17	-2	-1	5	2.0	10	-2	2	-9	-0.3
COCCNC(=S)N1CCC(C(=O)c2ccc3c(c2)OCCO3)CC1	-5	3	9	5	3.5	32	-8	-1	3	-0.1
COc1ccc(Br)cc1C1NC(=O)NC(C)=C1C(=O)N(C)C (stereo not given)	-5	0	-1	-3	x	22	-1	5	2	-0.7
Cc1nnc(SCC(=O)Nc2cccc(C(F)(F)F)c2)[nH]c1=O	-13	2	1	10	x	18	7	-9	-1	0.2
CN1C[C@H](CNC(=O)OCc2ccccc2)C[C@@H]2c3cccc4c3c(cn4C)C[C@H]21	3	10	-62	-28	0.9	-7	25	-7	5	i
COc1ccc(/C=N/Nc2cc(C)nc(-n3nc(C)cc3C)n2)cc1	x	-2	1	2	x	-8	26	-3	5	-0.2
Cc1cc(NC(=O)c2ccc(S(=O)(=O)N(C)CC3CCCO3)cc2)no1 (stereo not given)	4	0	10	-3	0.6	1	4	-1	-2	-0.1
COC(=O)c1cc(-c2ccc(S(=O)(=O)N3CCCCC3)cc2)c(C(F)(F)F)s1	-11	13	0	-2	1.2	27	-9	-4	5	-0.8
CCNC(=O)C12CCC(C)(C(=O)C1Br)C2(C)C (stereo not given)	-2	-7	8	9	0.5	4	-2	0	12	-0.4
COc1ccnc(Oc2ccccc2)c1-c1ncn[nH]1	0	-8	-1	-3	0.6	-1	-1	2	6	-0.2
CCOc1ccc(C2/C(=C(/O)c3ccc4c(c3)CC(C)O4)C(=O)C(=O)N2CC2CCCO2)cc1 (stereo not given)	x	-4	6	0	2.4	-17	-4	2	x	0.0
CCN(CC)c1c(C)nc2ccc(C(=O)N3CCN(C(=O)c4ccco4)CC3)cn12	x	-1	x	5	1.4	x	5	x	x	-3.3
CN1CCN(c2ccc(NC(=O)c3ccc(Cl)cc3Cl)cc2)CC1	-6	-4	-1	-10	-0.2	14	1	-1	4	i
CCOc1ccc(NS(=O)(=O)c2ccc(N)cc2)cc1	-10	5	12	4	x	-6	10	2	2	-3.8
N#Cc1cccc(-c2csc(C(O)c3ccc(F)cc3)n2)c1 (stereo not given)	x	2	x	0	0.5	x	-4	x	x	-0.4
O=C(NCc1ccc(Cl)cc1)c1cccc2c1C(=O)N(CC1CCCO1)C2 (stereo not given)	-12	37	8	9	1.7	9	2	-4	0	-0.3
CC(C)=C1Cc2ccccc2C1=O	-6	-4	-4	4	1.0	16	17	3	-4	i
CCC1CCCCN1C(=O)c1cc(-c2ccc(Cl)c(Cl)c2)on1 (stereo not given)	-43	4	-10	3	1.6	4	2	-5	-4	0.6

(continued)
SMILES	PriA SSB inh	Y pestis TopoI	MazF activator	PrPC surface inh	TcdB GH inh	VHR inh abs	CCHFV vOTU inh	SARS 3CLpro inh	Rv3671c inh	Vc quorum ag
CN(Cc1cccc(C(F)(F)F)c1)Cc1nc(-c2cnccn2)no1	-5	-12	7	9	0.0	8	-5	-5	-8	0.6
COc1ccc(Cc2nnc(NC(=O)c3ccco3)s2)cc1OC	-11	3	8	-1	x	18	1	-4	6	i
CCOc1ccccc1N(CC(=O)NC1CCCC1)S(=O)(=O)c1ccc(C)cc1	-7	-6	-5	3	-1.5	6	11	10	-5	0.0
CCCn1c(N)c(C(=O)CSc2ncn[nH]2)c(=O)n(C)c1=O	7	1	6	11	-0.7	x	10	x	-4	2.5
Cc1cnc(NC(=O)c2ccc(-c3ccc([N+](=O)[O-])cc3)o2)s1	7	-19	3	-17	-4.1	x	1	x	-60	1.0
NC(=O)Nc1ccc(Nc2ccccc2)cc1	17	-13	-7	-3	15*	8	18	0	7	i
O=C1C=CC(=O)N1c1ccc2ccccc2c1	-14	22	8	11	0.4	x	-5	x	x	i
Cc1ccc(N(C)S(=O)(=O)c2cccc(C(=O)NC3=NCCS3)c2)cc1	-2	-4	8	4	x	19	9	1	-4	i
CCCc1[nH]nc2c1C1(CCN(C(=O)OCc3ccccc3)CC1)C(C#N)=C(N)O2	3	20	-7	1	x	13	-5	0	-3	1.7
CN1CCc2c(OCC(=O)N3CCC(Cc4ccccc4)CC3)cccc2C1=O	9	-12	5	16	0.6	15	15	3	4	i
COC(=O)C(C(=O)Nc1nc2ccccc2s1)C1CCCC1 (stereo not given)	-13	11	4	8	1.1	19	10	5	-9	i
Cc1sc2nc(CSC(C)C(=O)Nc3ccc(Cl)cn3)[nH]c(=O)c2c1C (stereo not given)	-6	8	-16	1	2.1	x	-2	x	2	i
COc1ccc(-c2nc3ccccc3n2CCC(C)C)cc1OC	-3	32	9	3	x	14	1	7	-3	2.2
Cc1ccn(S(=O)(=O)c2ccc(N3CCCC3=O)cc2)n1	-9	-8	-13	-6	0.2	17	5	5	-9	-0.3
Cc1cc(C)c(C#N)c(SC(F)F)n1	-5	5	-6	-1	x	26	-6	7	-2	x
Cc1ccc(-n2c(SCC(=O)Nc3ncc(Cl)cc3Cl)nc3ccccc32)cc1	0	33	1	12	-1.0	9	2	-7	-17	-5.1
Cc1cc(C)n(-c2nc3ccccc3c(=O)n2OCC(N)=O)n1	-10	-8	-4	-2	x	15	0	-7	0	3.0
O=C(NCc1cccnc1)c1cn(-c2ccccc2)nc1-c1ccccc1	-13	4	4	1	0.4	-2	-5	2	-2	1.5
COC(=O)c1ccccc1NC(=O)NC1CCCCC1	-6	-4	3	8	1.4	-20	1	1	2	-0.3
CCOc1ccc(N2CC(C(=O)Nc3ccncc3)CC2=O)cc1 (stereo not given)	-2	2	6	-3	1.8	-3	-1	-3	4	0.9

5 of the compounds above, with two lines to a compound:
Values in the order: PriA SSB inh	Y pestis TopoI	MazF activator	PrPC surface inh	TcdB GH inh	VHR inh abs	CCHFV vOTU inh	SARS 3CLpro inh	Rv3671c inh	Vc quorum ag
O=C1C=CC(=O)N1c1ccc2ccccc2c1
    -14	22	8	11	0.4	x	-5	x	x	i
Cc1cc(C)n(-c2nc3ccccc3c(=O)n2OCC(N)=O)n1
    -10	-8	-4	-2	x	15	0	-7	0	3.0
Cc1ccc(NC(=O)Cn2c([N+](=O)[O-])cnc2C)cc1
    -4	-4	2	3	-0.3	-5	-8	2	5	-0.2
Cc1cn(C2OC(COC(=O)c3ccccc3)C(O)C2Cl)c(=O)[nH]c1=O (stereo not given)
    -17	-2	-1	5	2.0	10	-2	2	-9	-0.3
COCCCNC(=O)/C=C1\Sc2ccccc2N(Cc2ccccc2F)C1=O
    3	2	3	0	-1.1	-1	13	8	-5	-0.4

Next entries:
SMILES	PriA SSB inh	Y pestis TopoI	MazF activator	PrPC surface inh	TcdB GH inh	VHR inh abs	CCHFV vOTU inh	SARS 3CLpro inh	Rv3671c inh	Vc quorum ag
COc1cccc(C(=O)CC(C#N)c2ccc(F)cc2)c1 (stereo not given)	-13	-1	-3	x	-1.8	36	x	2	-9	-0.1
Cc1cc(C)cc(OC(C)C(=O)NCCCn2ccnc2)c1 (stereo not given)	7	5	8	0	1.0	-3	-18	0	7	-0.1
Cc1oc(-c2ccc(Cl)cc2)nc1CS(=O)CC(=O)NCCCN1CCOCC1 (stereo not given)	-1	-4	2	0	2.3	6	3	-1	-5	-1.0
COc1cc(NS(=O)(=O)c2ccc(Br)s2)cc(OC)c1	-8	-2	-3	2	x	6	17	-2	-5	x
